# APP 5'UTR act = APP 5'UTR luciferase reporter activation | activation, % at 2 µM | SH-SY5Y APP 5'UTR luciferase reporter, luminescence; zero percent = DMSO vehicle wells | 190,000 tested, 1% active;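 active means activation above a set limit, based on mean plus 3 SD of controls, cut at about 140% in these data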; further: values of inactives mirror those of a sister screen read the other way
# Efa HMGR inh = blocks class II HMG-CoA reductase of Enterococcus faecalis; AID 1066; inhibition, % at 10 µM; purified E. faecalis HMGR, NADPH absorbance 340 nm kinetic; 190,000 tested, 0.41% active;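 active means inhibition above a set limit, the median over all tested compounds plus 3 SD, cut at about 9.5% in these data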;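 further: enzyme runs in reverse so mevalonate oxidation gives rising NADPH absorbance; 0% = complete reaction with DMSO and 100% = background rate lacking mevalonate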
# DTT redox prof = compounds producing H2O2 with reducing agent – biochemical, NIH compound library profiling, artefact control for MLSCN library redox annotation, primary screen | 200,000 tested, 0.03% active | DTT-dependent redox cycling H2O2, phenol red/HRP absorbance; 100% = 100 µM peroxide control, 0% = buffer | AID 878 | activation, % at 10 µM;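 active means activation of at least 50% relative to the plate's high and low controls in the primary single-dose screen; inactive means activation below 50%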;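 further: compound incubated with DTT at 0.8 mM final as the reducing agent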
# NF-kB expr up = NF-kB expression increase, human neuronal cells; NF-kB reporter expression; active compounds read high; fold change at 12.5 µM; 190,000 tested, 1.6% active; AID 1239; in the data active means fold change above about 3.3
# G6PDH counter = L. mesenteroides G6PDH inhibition counter-screen; inhibition, % at 5 µM; AID 1020; 200,000 tested, 0.12% active; Purified L. mesenteroides G6PDH, diaphorase/resazurin coupled fluorescence, 45 min; in the data active means inhibition above about 50%
# FLuc act counter = affects firefly luciferase, flagging false hits in luciferase stimulation screens; activation factor at 10 µM; 200,000 tested, under 10 active; AID 1027; ATPlite luciferase biochemical, luminescence, 10 min; 0 = ATP-free wells, 1 = DMSO control; P08659;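 active means luciferase activation factor, scaled between plate controls, of at least 2 with compound at 10 µM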
# Target sequence (P08659 whole entry, looked up): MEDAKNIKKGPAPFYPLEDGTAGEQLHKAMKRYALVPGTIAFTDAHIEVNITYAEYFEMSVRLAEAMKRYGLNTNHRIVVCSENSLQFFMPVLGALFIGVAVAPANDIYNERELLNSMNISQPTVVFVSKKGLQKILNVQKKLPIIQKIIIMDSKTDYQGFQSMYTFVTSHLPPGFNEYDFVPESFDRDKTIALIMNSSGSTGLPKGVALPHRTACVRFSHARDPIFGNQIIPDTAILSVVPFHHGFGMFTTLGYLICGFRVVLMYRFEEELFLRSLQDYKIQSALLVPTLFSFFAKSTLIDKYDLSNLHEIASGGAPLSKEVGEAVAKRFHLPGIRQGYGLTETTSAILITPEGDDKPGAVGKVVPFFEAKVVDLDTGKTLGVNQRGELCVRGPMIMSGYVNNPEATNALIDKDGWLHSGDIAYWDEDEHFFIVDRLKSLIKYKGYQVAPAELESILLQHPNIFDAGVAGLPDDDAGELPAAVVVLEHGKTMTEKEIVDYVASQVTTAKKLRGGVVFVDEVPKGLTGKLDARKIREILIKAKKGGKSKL
#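 System: Luciferase/luciferin detection reagent, cell-free biochemical luciferase assay | Medium: PBS buffer for ATP | Dosing: Test compounds dosed from 2 mM stocks in 100% DMSO | Timing: 10 min at ambient temperature | Signal: Luminescence measurement of luciferase light output | Evaluation: Luciferase activation, seen as luminescence increase over controls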
# STAT1 act = STAT1 signaling activation; NIH 3T3 STAT1-luciferase reporter, IFN-gamma, luminescence; 100% = IFN-gamma alone, no compound; activation (% of control), % at 5.5 µM; 200,000 tested, 2.6% active; AID 932;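 active means activation above the screen-wide mean activation plus 3 SD, cut at about 130% in these data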;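 further: raw ratio to IFN-gamma control signal so 100% means no change and 0% no light; values of inactives mirror those of a sister screen read the other way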
# Hsp70 act = switches on Hsp70 transcription. HeLa Hsp70 promoter luciferase reporter, luminescence; scaled: vehicle 0, proteasome-inhibitor control 100%. activation, % at 10 µM. 200,000 tested, 0.04% active;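 active means activation above the mean across all tested compounds plus 3 SD, cutoff set per campaign, cut at about 5.5% in these data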;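 further: 100% = MG132 at 30 µM as the positive control and 0% = DMSO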
# APP 5UTR inh = APP translation inhibition. AID 1285. 190,000 tested, 0.82% active. SH-SY5Y APP 5'UTR-luciferase reporter, luminescence. inhibition, % at 2 µM;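 active means inhibition above a set limit, derived from the sample mean plus 3 SD, cut at about 45% in these data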; further: values of inactives mirror those of a sister screen read the other way
# FLuc inhib CS = inhibits firefly luciferase, flagging false hits in luciferase inhibition screens; ATPLite firefly luciferase biochemical luminescence, 10 min; inhibition, % at 10 µM; 200,000 tested, 1.5% active; AID 1006;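 active means inhibition above about 50% when tested at 10 µM, limit read from the data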
# An asterisk follows results filed as active; nt = not tested or not shown. The order is random; any-hit rate near 5.3%.
# Fields – APP 5'UTR act	Efa HMGR inh	DTT redox prof	NF-kB expr up	G6PDH counter	FLuc act counter	STAT1 act	Hsp70 act	APP 5UTR inh	FLuc inhib CS
1. O=C(CSc1nnc(SCc2cccc3ccccc23)s1)N/N=C/C=C/c1ccccc1[N+](=O)[O-]
  -8	-3	-0.3	1.2	-1	1	104	-0.2	8	2
2. COCC(=O)N(CCc1ccc(OC)c(OC)c1)Cc1cc2cc(C)ccc2nc1Cl
  5	4	-1.1	0.96	0	1	90	0.2	-5	-4
3. Cc1nnc(SCC(=O)N2CCCc3ccccc32)[nH]c1=O
  -11	-2	-0.4	0.81	0	1.1	100	-0.2	11	-7
4. CC(C)CN(CC(C)C)S(=O)(=O)N1CCC(C(=O)NCCc2ccc(Cl)cc2)CC1
  7	1	0.1	1.1	2	1	97	-0.2	-7	-3
5. Cn1c(SCC(N)=O)nnc1-c1ccc(C(C)(C)C)cc1
  -4	-2	-1.7	1.6	13	1	102	-0.1	4	3
6. C#CCNC(=O)C1=C[C@H](C2CCCCC2)[C@@H](CCCO)[C@H](OCC)O1
  -1	-6	-0.8	1	0	1	98	0.3	1	-3
7. Cc1ccc(-c2noc(-c3ccccc3C(=O)N3CCOCC3)n2)cc1
  8	-5	-0.8	0.81	12	1	104	-0.1	-8	-3
8. CCOC(=O)CSc1nnc2n1C(C)(C)Cc1ccccc1-2
  0	-4	17	1.1	12	1.1	103	-0.5	0	-6
9. O=C(CSc1nnc(-c2ccc(F)cc2)o1)NC1CCCCC1
  20	-6	-0.6	1.2	12	1	107	-0.1	-20	-2
10. NC(=O)c1cc(Cl)cn(-c2ccccc2)c1=O
  4	0	-2.1	1.1	4	1.1	104	-0.3	-4	-8
11. Cc1ccccc1N1CCN(C(=O)c2ccc(Oc3ccc(C(F)(F)F)cn3)cc2)CC1
  7	5	1.9	1.1	-22	1.1	104	0.1	-7	-8
12. CCN1CCCC1CNCc1cccc(OC)c1OCc1ccc(F)cc1 (stereo unspecified)
  3	0	-0.3	1.6	9	1.1	98	0.0	-3	-6
13. C=CCC(CC=C)(C(=O)O)c1ccccc1
  -3	-2	0.1	1	9	1.1	95	-0.5	3	-6
14. Cc1ccc(NC(=O)CN(c2ccc(C)cc2)S(=O)(=O)c2cccc3nonc23)cc1
  -11	-3	-0.2	1.1	6	1.1	96	-0.5	11	-8
15. O=C(NCc1ccccc1)c1ccc(OCC2CCCO2)cc1 (stereo unspecified)
  -6	0	-0.1	1.1	6	1	101	-0.2	6	-3
16. CCOC(=O)Cc1csc(NC(=O)COc2ccc3ccccc3c2)n1
  12	0	0.6	1.1	2	0.9	97	-0.3	-12	7
17. N#CCCn1cc(/C=C/C(=O)O)c(-c2ccc(F)cc2)n1
  -6	2	0.1	1	2	1.1	96	0.0	6	-6
18. Cc1n[nH]c(C)c1S(=O)(=O)N1CCC(C(=O)N2CCn3c2nc2ccccc23)CC1
  12	-3	0.1	0.92	-6	1	92	-0.6	-12	-3
19. CCCCN(C)c1ccc([N+](=O)[O-])cc1
  -13	-10	0.0	1.3	18	1	101	-0.1	13	-1
20. Nc1ncnc2nc(SCCc3ccccc3)[nH]c12
  86	-6	0.2	1.1	5	1	96	-0.4	-50	-3
21. O=C(COc1ccc2ccccc2c1)N1c2ccccc2Sc2ccccc21
  9	1	2.1	0.66	-16	1.1	96	-0.2	-9	-6
22. Cc1cnc(NC(=O)CN2C(=O)C3CC=CCC3C2=O)s1 (stereo unspecified)
  7	-1	1.9	0.95	-2	1	94	-0.2	-7	-1
23. COc1cccc(NC(=O)C2CCN(c3ncccn3)CC2)c1
  -6	-2	1.4	0.98	-4	1	105	-0.2	6	0
24. Cc1ccsc1/C=N\NC(=O)c1ccc2c(c1)OCO2
  132	-7	-11	4.3*	5	0.2	121	0.1	-132	77*
25. Cc1nn(CC(=O)NCCN2CCOCC2)c(=O)c2ccccc12
  -7	-2	-0.2	1.4	3	1.1	103	0.0	7	-12
26. Cc1ccc(C(=O)COc2cccc(NC(=O)c3ccco3)c2)cc1
  5	1	1.6	0.96	-31	0.9	94	-0.2	-5	8
27. CC(Sc1nc2c([nH]c3ccccc32)c(=O)n1C)c1ccccc1 (stereo unspecified)
  -13	1	-0.8	1	3	1.1	96	-0.3	13	-6
28. CCOC(=O)c1[nH]c2ccc(Cl)cc2c1-c1ccccc1
  -12	-7	4.3	1.8	10	1	88	-0.4	12	-3
29. COc1cc(OC)cc(C(=O)NCCOc2ccccc2)c1
  17	0	0.2	2.1	-2	1.1	120	-0.2	-17	-5
30. O=C(O)c1ccccc1C(=O)N1CC=C(c2ccccc2)CC1
  -4	3	2.7	0.43	7	1	93	-0.3	4	-5

# Part of the list above with just DTT redox prof, Efa HMGR inh and APP 5'UTR act:
no.	Compound	DTT redox prof	Efa HMGR inh	APP 5'UTR act
2	COCC(=O)N(CCc1ccc(OC)c(OC)c1)Cc1cc2cc(C)ccc2nc1Cl	-1.1	4	5
3	Cc1nnc(SCC(=O)N2CCCc3ccccc32)[nH]c1=O	-0.4	-2	-11
4	CC(C)CN(CC(C)C)S(=O)(=O)N1CCC(C(=O)NCCc2ccc(Cl)cc2)CC1	0.1	1	7
5	Cn1c(SCC(N)=O)nnc1-c1ccc(C(C)(C)C)cc1	-1.7	-2	-4

# Returning to the listing, starting two compounds before the break.
# Fields – APP 5'UTR act	Efa HMGR inh	DTT redox prof	NF-kB expr up	G6PDH counter	FLuc act counter	STAT1 act	Hsp70 act	APP 5UTR inh	FLuc inhib CS
29. COc1cc(OC)cc(C(=O)NCCOc2ccccc2)c1
  17	0	0.2	2.1	-2	1.1	120	-0.2	-17	-5
30. O=C(O)c1ccccc1C(=O)N1CC=C(c2ccccc2)CC1
  -4	3	2.7	0.43	7	1	93	-0.3	4	-5
31. Cc1cc(C)n(CCN(C)Cc2cn[nH]c2-c2ccc(F)cc2F)n1
  12	-3	-1.6	1	17	1.1	102	0.5	-12	-6
32. C/C(=N\NC(=O)CN1CCOCC1)C(C)(C)C
  2	0	-0.5	0.96	-24	1.1	100	0.0	-2	-9
33. c1cc2nncn2nc1N1CCCC1
  0	-3	-2.5	1	11	1.1	101	0.1	0	-6
34. Cc1cccc2cc(CN(Cc3nnnn3C3CCCC3)C3CCCCC3)c(=O)[nH]c12
  23	nt	-2.8	nt	nt	nt	99	-0.2	-23	nt
35. Cc1nn(C(=O)c2cccnc2)c(C)c1Sc1ccccc1
  -25	-1	-0.3	0.94	7	1.1	93	-0.2	25	-6
36. COC(=O)c1ccc(C2OCC(C)(C)CO2)cc1
  44	4	-0.1	1.6	3	0.8	119	0.1	-44	25
37. O=C(COC(=O)CNC(=O)c1ccccc1)Nc1ccc(Cl)cc1C(F)(F)F
  -12	0	-0.1	1.1	-10	1	94	-0.4	12	-4
38. c1ccc(CSc2ccc(-c3cccs3)nn2)cc1
  124	-2	0.1	4.8*	-28	0.3	165*	0.2	-124	66*
39. O=C(/C=C/c1ccc(Cl)cc1)N(Cc1ccccc1)c1ccccn1
  -10	-2	0.9	1.1	3	1.1	103	-0.2	10	-7
40. CCOC(=O)c1cnc(SCC(=O)Nc2sc(C)c(C)c2C#N)nc1N
  -4	2	1.5	1.1	12	1	94	0.5	4	-1
41. O=c1c2cn[nH]c2[nH]c(=S)n1-c1cccc2ccccc12
  7	-1	0.9	1.4	8	1.1	100	-0.5	-7	-8
42. COC(=O)c1ccc(CSc2ncnc3c2nnn3-c2ccc(F)cc2)o1
  2	-5	-0.5	1.2	-2	0.7	97	0.0	-2	34
43. CN1/C(=C\C(=O)c2ccccc2Cl)c2ccccc2CC1(C)C
  9	-1	0.4	0.89	12	1	91	0.1	-9	4
44. Cc1ccc(C(=O)NCC(=O)NCC(=O)OCC(=O)c2ccc(Br)cc2)cc1
  -4	-3	-0.3	1	13	1.1	90	-0.2	4	-5
45. CCn1c(=O)cc(OCC(=O)Nc2ccc(OC)c(OC)c2)c2ccccc21
  2	-5	-0.7	1	-7	1.1	86	0.1	-2	-6
46. CC(=O)Oc1ccc(C(=O)Cc2ccc3ccccc3n2)c(O)c1C
  103	-5	-0.2	1.1	-2	1	101	-0.3	-103	2
47. CC(Nc1ccc(Br)cc1)C(=O)N/N=C/c1ccccc1OCc1ccccc1 (stereo unspecified)
  11	0	0.1	1.3	-7	1.1	101	-0.1	-11	-7
48. CC1Cc2ccccc2N1C(=O)CSc1nccc(=O)[nH]1 (stereo unspecified)
  -4	4	0.3	1.1	6	1.1	104	-0.2	4	-6
49. O=C(CCc1ccccc1)N1CCCN(C(=O)CCc2ccccc2)CC1
  42	1	-0.5	1.1	15	1	102	0.0	-42	-2
50. CCOC(=O)CNC(=O)CSc1nc(Cc2cccs2)nc2ccccc12
  -19	0	1.9	1.1	7	1.1	101	0.2	19	-7
51. CCCc1ccc(C(=O)N2CCN(c3ccccc3OCC)CC2)cc1
  3	-6	0.5	0.85	-22	1	99	0.0	-3	-4
52. O=S(=O)(Nc1cc(Cl)ccn1)c1ccc(Cl)cc1
  12	-4	-0.8	1.2	-2	1	96	-0.5	-12	-5
53. CN1CCN(CCN2CCn3c2nc2ccccc23)CC1
  4	nt	3.3	1.2	9	1	103	-0.3	-4	-3
54. Cc1ccc(-n2cnc3cc(NCc4cccs4)ccc32)cc1
  21	-1	-0.4	1.4	14	0.9	120	-0.2	-21	9
55. COc1cc(/C=N/N(C)C)ccc1OC(=O)c1ccco1
  1	-2	-0.6	1.1	-4	1	104	-0.3	-1	-2
56. Cc1cccc(N/C(N)=N/c2nc(C)c(Cc3ccccc3)c(=O)[nH]2)c1
  -13	-7	0.5	2.5	10	1.1	90	-0.3	13	-8
57. Cc1ccc(S(=O)(=O)C2C(=O)N(C)C3(C)CC2c2ccccc2O3)cc1C (stereo unspecified)
  10	-6	0.6	1	-9	1.1	94	-0.3	-10	-8
58. Nc1nnc(SCC(=O)Nc2ccc3c(c2)OCCO3)s1
  nt	1	0.9	1.2	2	0.8	106	-0.1	nt	20
59. CCCCC(c1nnnn1Cc1ccco1)N1CCN(c2nc3ccccc3s2)CC1 (stereo unspecified)
  0	-8	0.9	0.88	3	1.1	103	0.4	0	-7
60. CCCCCC(=O)Nc1ccc(S(=O)(=O)Nc2ccc(Cl)nn2)cc1
  -12	0	-0.2	1.1	10	1	102	-0.1	12	-1
61. CCOc1ccc2[nH]cc(S(=O)(=O)c3ccc(C)cc3)c(=O)c2c1
  13	-6	-2.5	0.88	6	1.1	80	-0.3	-13	-6
62. COc1ccc(N(CC(=O)Nc2nc3ccc(C)cc3s2)S(=O)(=O)c2c(C)nn(C)c2C)cc1
  -13	-2	-2.0	0.82	-1	1	101	-0.3	13	1
63. CCOC(=O)c1c(C)[nH]c(C(=O)COC(=O)CNC(=O)c2ccccc2Cl)c1C
  37	-4	0.4	2.5	-17	0.9	132*	-0.1	-37	7
64. Cc1ccc2[nH]cc(CCCN3C(=O)c4ccccc4C3=O)c2c1
  -2	-4	0.5	1.2	-4	1	100	-0.2	2	-3
65. Cc1ccc(-n2[nH]c(C)c(/C=C3/C=Nc4ccccc43)c2=O)cc1C
  -11	-3	2.5	1.3	4	1	99	-0.3	11	-3
66. CCCCC(=O)Nc1ccc(NC(=O)c2ccc3c(c2)OCO3)cc1OC
  18	-4	0.9	1.4	-23	0.8	98	0.0	-18	18
67. O=C(COc1ccc(S(=O)(=O)NC2CCCC2)cc1)N1CCCCCC1
  -14	0	0.5	0.89	0	1	102	0.3	14	-3

# Screens: PubChem, several laboratories
